Compound activity (PubChem)
DNMT1 block = inhibitors of human DNMT1; P26358; DNMT1 molecular beacon, Hinp1I cleavage, fluorescence; inhibition (reported as % activation of signal), % at 10 µM; 360,000 tested, 0.83% active; AID 588458; in the data active = inhibition above about 50%
Scp1 inh = inhibitors of human Scp-1 phosphatase; 340,000 tested, 0.88% active; AID 493091; inhibition, % at 20 µM; Recombinant Scp1, phosphopeptide, malachite green phosphate absorbance; Q9GZU7;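 active = inhibition above about 50% at 20 µM, limit read from the data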;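 note: plate controls were DMSO wells with enzyme for no effect and wells lacking enzyme for full effect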
Target sequence (Q9GZU7 76-261 limits assumed): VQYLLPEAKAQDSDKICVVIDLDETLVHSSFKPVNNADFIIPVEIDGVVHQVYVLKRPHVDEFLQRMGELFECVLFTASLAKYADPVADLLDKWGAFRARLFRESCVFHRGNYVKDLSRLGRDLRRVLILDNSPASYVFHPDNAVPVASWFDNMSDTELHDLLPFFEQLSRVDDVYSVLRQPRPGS
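Test system: SCP-1 phosphatase catalytic domain, residues 76-261 | Compound dosing: One concentration, 20 µM, with 1.0% DMSO | Schedule: 45 min room-temperature reaction, 5 min colour, 30 min stabiliser | Detection: Absorbance at 630 nm | Read-out basis: % inhibition of SCP-1 phosphate liberation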
MT1-MMP act inh = inhibitors of human MT1-MMP activation. 360,000 tested, 0.061% active. GFP/RFP ratio change, % at 20 µM. P50281. AID 651647. HT1080 RFP-PRO-GFP cells, GFP/RFP ratio fluorescence, overnight; percent of plate control window, DMSO zero;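 active = GFP/RFP ratio change of at least 30% with cell ATP level not reduced by more than half and red fluorescence within 50% of control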; note: strong numbers were not always called active
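system = RFP-PRO-GFP reporter HT1080 cells | dosing = 20 µM single dose, 1% DMSO | timing = overnight cell settling, then overnight compound exposure, 37 °C, 5% CO2 | read-out basis = GFP/RFP fluorescence ratio | controls = DMSO and RFP-L50D-GFP cell wells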
SUMO1 PPI mod = modulators of human SUMO1-mediated protein-protein interactions; inhibition, % at 20 µM; SUMO1 binding to a labelled peptide, TR-FRET, 1 h; AID 602429; 360,000 tested, 0.33% active; P63165; in the data active = inhibition above about 37%
STEP block = blocks human striatal-enriched tyrosine phosphatase; inhibition, % at 20 µM; P54829; AID 588621; 360,000 tested, 0.25% active; recombinant STEP, OMFP fluorogenic substrate, fluorescence;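 active = inhibition at 20 µM, scaled per plate between control wells, above about 37%, limit read from the data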;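 note: 0% = DMSO with enzyme and substrate and 100% = substrate only without enzyme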
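System: STEP (striatal-enriched tyrosine phosphatase) enzyme, cell-free; medium: Bis-Tris pH 6.0 buffer with DTT, detergent; dosing: 20 µM, 1% DMSO; times: reaction 20 min, ambient temperature; detection: fluorescence, 480/540 nm; read-out basis: normalized % inhibition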
NRP1-CendR mod = modulators of CendR peptide binding to human neuropilin-1. FAM-RPARPAR peptide binding to NRP-1, fluorescence polarization. inhibition, % at 25 µM. 360,000 tested, 0.85% active;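 active = inhibition or corrected inhibition above about 18%, plus a signal ratio from 0.5 to 1.5, limit read from the data, passing the limit was not always enough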; note: strong numbers were not always called active
Target sequence (O14786 whole entry, looked up): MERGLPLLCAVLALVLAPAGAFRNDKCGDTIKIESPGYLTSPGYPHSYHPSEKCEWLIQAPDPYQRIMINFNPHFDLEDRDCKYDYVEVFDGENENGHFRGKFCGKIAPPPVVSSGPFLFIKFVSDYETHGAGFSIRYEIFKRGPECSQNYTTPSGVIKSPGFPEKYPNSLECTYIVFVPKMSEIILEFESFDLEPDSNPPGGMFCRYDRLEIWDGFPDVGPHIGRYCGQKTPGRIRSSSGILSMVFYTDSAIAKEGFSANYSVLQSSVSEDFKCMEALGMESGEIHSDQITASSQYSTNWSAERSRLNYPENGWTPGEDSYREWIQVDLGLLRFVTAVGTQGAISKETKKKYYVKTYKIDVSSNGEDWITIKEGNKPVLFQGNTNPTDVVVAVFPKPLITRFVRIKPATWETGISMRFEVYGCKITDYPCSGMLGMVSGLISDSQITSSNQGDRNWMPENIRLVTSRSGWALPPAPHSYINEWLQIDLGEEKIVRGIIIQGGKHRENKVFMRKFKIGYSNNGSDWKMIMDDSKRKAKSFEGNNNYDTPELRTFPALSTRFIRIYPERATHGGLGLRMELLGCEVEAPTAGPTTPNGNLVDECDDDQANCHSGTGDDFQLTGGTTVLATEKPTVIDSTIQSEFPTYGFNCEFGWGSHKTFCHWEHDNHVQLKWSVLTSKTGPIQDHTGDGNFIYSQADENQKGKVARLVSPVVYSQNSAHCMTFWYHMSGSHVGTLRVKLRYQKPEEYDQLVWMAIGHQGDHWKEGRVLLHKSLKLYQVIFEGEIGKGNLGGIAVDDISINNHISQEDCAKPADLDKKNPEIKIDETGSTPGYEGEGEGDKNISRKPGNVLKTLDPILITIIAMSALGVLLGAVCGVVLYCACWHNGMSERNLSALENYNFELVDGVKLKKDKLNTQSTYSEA
LMPTP inh = blocks human LMPTP phosphatase; recombinant LMPTP-A, OMFP fluorogenic substrate, fluorescence intensity; 360,000 tested, 0.22% active; AID 651560; inhibition, % at 20 µM; P24666;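 active = compounds that cut the enzyme signal by at least half of the control window in the single-dose screen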;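 note: plate controls were DMSO wells with enzyme plus substrate for no effect and substrate without enzyme for full effect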
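material = LMPTP-A | quantity = 0.625 nM enzyme | reagent = OMFP substrate, 400 µM final | buffer or medium = Bis-Tris pH 6.0, DTT, detergent | detection = endpoint fluorescence intensity from OMFP dephosphorylation | dosing = single 20 µM dose | read-out basis = % inhibition relative to no-enzyme and uninhibited control wells | control set = no-enzyme and uninhibited controls | timing = 50 min at room temperature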
NadD block = blocks S. aureus nicotinate mononucleotide adenylyltransferase | purified NadD enzyme, colorimetric absorbance read-out | inhibition, % at 20 µM | 360,000 tested, 0.78% active; in the data active = inhibition above about 26%; note: some compounds past the cut are filed as inactive
Rpn11 block = inhibitors of human proteasome Rpn11 | 360,000 tested, 0.59% active | O00487 | human 26S proteasome, Ub4-pepOG fluorescence polarization; 20S core pre-blocked with epoxomicin | calls only at 20 µM | AID 588493;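 active = inhibition at 20 µM, scaled to each plate's controls, above about 33%, limit read from the data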
SKN-1 block = C. elegans SKN-1 inhibition; 360,000 tested, 0.49% active; inhibition, % at 21.8 µM; C. elegans VP596 Pgst-4::GFP/RFP ratio, acrylamide-induced, 24 h;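 active = interference check ratio from 0.5 to 1.5 plus GFP to RFP signal ratio inhibition reaching or exceeding a fixed threshold, cut at about 30% in these data, passing the limit was not always enough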; note: some compounds called inactive have numbers as strong as hits
* marks the source's active call; other numbers are inactive results; i = inactive; . = not tested or not shown.

SMILES	DNMT1 block	Scp1 inh	MT1-MMP act inh	SUMO1 PPI mod	STEP block	NRP1-CendR mod	LMPTP inh	NadD block	Rpn11 block	SKN-1 block
O=C(CNCC(=O)Nc1ccc(F)c(F)c1F)Nc1ccc(F)c(F)c1F	-1	-7	0	5	4	6	0.1	-4	i	-10
COCCn1c(SCC(=O)Nc2ccccc2C)nc2c(oc3ccccc32)c1=O	7	-2	-10	1	-4	-1	-0.9	1	i	3
CCOc1nc(-c2ccccc2)c2cc(Br)ccc2n1	2	12	-7	-21	-1	3	0.1	-8	i	11
O=C(CN1CCCN(Cc2ccc(F)cc2Cl)C1=O)NC1CCCC1	-1	13	0	-2	0	-12	-2.3	-1	i	2
CNC(=O)c1[nH]cnc1C(=O)N[C@@H](Cc1ccccc1)C(=O)OC(C)(C)C	5	-3	5	7	0	8	-1.7	3	i	-3
CC(C)CC(=O)CN1C(=O)C2(OCCO2)c2ccccc21	-11	-18	-2	0	-1	1	-0.7	1	i	1
Cc1ccc(CNC(=O)C2CCN(S(=O)(=O)c3cccc4nonc34)CC2)cc1	10	8	-1	-13	2	-7	3.1	-6	i	-2
Cn1cc(C(=O)C(=O)NC2CC2)c2ccccc21	0	2	1	7	2	1	-0.8	8	i	3
O=C(Cc1cccc2ccccc12)NCCOc1ccccc1F	0	-1	-1	-4	-2	-15	0.2	-6	i	-8
Cc1cccc2cc(C#N)c(SCC(=O)NNC(=O)Cc3ccccc3)nc12	42	3	-9	-4	2	-8	-1.3	10	i	4
CC(Sc1nnc(-c2ccc(O)cc2)o1)C(=O)Nc1cccc2ccccc12 (stereo not given)	-7	-9	-4	-3	0	1	-0.1	-3	i	5
CCn1ncc(/C=N/O)c1C	4	-7	-4	-2	2	1	-1.7	-8	i	-6
O=C(CN1C(=O)NC2(CCCCCC2)C1=O)NCc1ccccc1	-5	0	-2	5	0	6	-0.6	3	i	-4
Cc1cc(C)n2[nH]c(=O)c(N=Nc3cccc(C(F)(F)F)c3)c2n1	3	15	10	-23	1	-6	1.9	7	i	-5
Cn1cc(CN2CCC(C(=O)N3CCCC3)CC2)c(-c2ccccc2F)n1	-6	-1	-2	2	-4	-4	-1.1	-3	i	2
COc1ccc(N(C(=O)c2ccco2)S(=O)(=O)c2cccc([N+](=O)[O-])c2)cc1	6	-4	7	-13	-4	0	0.9	0	i	6
O=C1c2ccccc2C(=O)N1CCCCc1cn(C[C@H]2CC[C@@H]([C@@H]3CC[C@H](Cn4cc(CCCCN5C(=O)c6ccccc6C5=O)nn4)O3)O2)nn1	0	-2	-7	-14	0	8	0.5	8	i	13
Cn1c(-c2ccccc2)cnc1N	1	-1	14	-3	0	4	-0.3	9	i	-8
CCOC(=O)N1CCN(Cc2nc3cc(NC(C)=O)ccc3n2CC)CC1	1	-13	0	-2	2	8	-1.7	-7	i	15
OCCCN1CCN(CCOc2ccccc2-c2ccccc2)CC1	9	-10	6	1	-5	-8	-1.4	-7	i	14
CCN1CCN(c2nc(Nc3cc(OC)ccc3OC)nc(Nc3cc(OC)ccc3OC)n2)CC1	-9	-4	-4	9	-4	21	1.9	-7	i	17
O=c1ccc2cc([N+](=O)[O-])c(CCO)cc2o1	2	-6	3	-14	0	9	-0.9	-3	i	22
CCN(CC)CCCC(C)Nc1nccc2c(Cl)cccc12 (stereo not given)	-1	-144	1	-4	0	6	-1.0	-79	i	12
CCCCCCn1cc(C(=O)O)c(=O)c2cc(F)c(N3CCN(C(=O)OCC)CC3)cc21	6	-6	-5	-24	5	-1	19	0	i	-6
CCn1c2ccccc2c2cc(/C=N/NC(=O)c3ccncc3)ccc21	-3	-15	-6	-3	0	3	3.5	-2	i	1
More records:
SMILES	DNMT1 block	Scp1 inh	MT1-MMP act inh	SUMO1 PPI mod	STEP block	NRP1-CendR mod	LMPTP inh	NadD block	Rpn11 block	SKN-1 block
C/C(NC1CCCC1)=C(/C#N)C(N)=O	2	-1	0	4	0	12	-0.8	-4	i	6
CC1=C(n2nnc3ccccc32)C(c2ccccc2)C(C#N)=C(N)O1 (stereo not given)	-7	-8	-3	1	1	-8	-2.1	-6	i	24
COc1cccc2cc(C(=O)OCC(=O)NC3CCCC(C)C3C)c(=O)oc12 (stereo not given)	-3	-13	6	-27	0	0	2.6	-3	i	8
COc1ccccc1NC(=O)N(CCN(C)C)Cc1cc2cc(C)ccc2[nH]c1=O	-2	0	-1	-4	-1	-2	0.3	-2	i	-17
COc1ccc(O)c(-c2[nH]ncc2C(=O)c2cccc(C)c2)c1	-1	-7	-9	-3	3	2	-1.5	-8	i	4
Cc1cc(C(=O)Nc2ccc(S(=O)(=O)N3CCOCC3)cc2)c(C)o1	8	-4	0	1	-1	-5	-0.2	-3	i	-10
CCOc1ccc(C(=O)CCC(=O)NNC(=O)c2ccccc2O)cc1	-2	-7	0	8	2	-10	-0.3	-5	i	-8
COc1cc(CC(=O)N2c3ccccc3N=C(c3ccccc3)C2C(=O)NCc2ccccc2)cc(OC)c1 (stereo not given)	.	.	-10	-3	.	6	2.6	.	.	-10
COCCn1c(NCc2ccc(C)cc2)nc2c1c(=O)[nH]c(=O)n2C	4	-6	-5	0	3	-6	-3.0	4	i	-2
Cc1c(C(=O)NCc2ccccn2)sc2nc(-c3ccc(F)cc3)cn12	-3	-7	9	6	2	-7	1.5	2	i	0
COc1cccc(NS(=O)(=O)c2c(C)n(C)c(=O)n(C)c2=O)c1	2	-1	7	12	-3	-7	-2.5	1	i	-5
Nc1ccccc1SCC(=O)Nc1cccc2ccccc12	-9	26	-1	-2	-4	8	0.1	-1	i	22
COc1ccccc1C(=O)Nc1ccnn1C1CCN(Cc2csc(C(C)=O)c2)CC1	-1	-1	0	0	-2	6	-2.8	0	i	0
COc1ccc(CC(=O)Nc2c3c(nn2-c2cccc(Cl)c2)CS(=O)(=O)C3)cc1	-2	-4	2	6	0	3	-0.4	2	i	-2
CN(C)S(=O)(=O)c1ccc(C(=O)Nc2nnc(SCc3cccc(F)c3)s2)cc1	7	6	1	1	0	13	-2.9	14	i	5
O=C(Nc1ccccc1F)c1ccc(CSc2ncccn2)cc1	-1	19	-3	-1	-2	10	-2.2	3	i	-6
Nc1cccc(-c2cc3ccccc3oc2=O)c1	-2	-7	3	-18	1	3	-0.7	2	i	7
COC(=O)[C@H](C)NC(=O)NCc1ccc(F)cc1	-1	-1	-2	2	2	-14	0.0	-4	i	21
COc1ccc(-n2nnnc2SC(C)C(N)=O)cc1 (stereo not given)	0	-4	0	-3	0	-3	-0.3	3	i	4
CC1CCCCC1NC(=O)Cn1cnc2c1c(=O)n(C)c(=O)n2C (stereo not given)	5	-1	0	0	-3	-5	-0.9	0	i	-11
Cc1ccc2occ(/C=N/NC(=O)c3ccc(O)cc3)c(=O)c2c1	2	-13	-9	6	-2	-12	3.2	7	i	17
O=C(c1ccco1)N1CCN(C2CN(Cc3ccccc3)S(=O)(=O)C2)CC1 (stereo not given)	-6	.	-1	-1	1	6	-0.7	-7	i	-1
O=C(N/N=C1\CCc2ccccc21)c1ccncc1	1	10	7	0	-1	-14	-3.0	1	i	2
CCCCNC(=O)c1onc(CSc2ccc(OC)cc2)c1C(=O)O	-2	-1	1	5	-1	-6	0.2	-5	i	-7
COC(=O)[C@@H](NC(=O)Nc1ccc(OC)cc1)C(C)C	-1	-4	-2	-1	-2	4	0.9	-1	i	-22

Copied from the entries so far for reference:
SMILES	DNMT1 block	Scp1 inh	MT1-MMP act inh	SUMO1 PPI mod	STEP block	NRP1-CendR mod	LMPTP inh	NadD block	Rpn11 block	SKN-1 block
CNC(=O)c1[nH]cnc1C(=O)N[C@@H](Cc1ccccc1)C(=O)OC(C)(C)C	5	-3	5	7	0	8	-1.7	3	i	-3
CC(C)CC(=O)CN1C(=O)C2(OCCO2)c2ccccc21	-11	-18	-2	0	-1	1	-0.7	1	i	1
Cc1ccc(CNC(=O)C2CCN(S(=O)(=O)c3cccc4nonc34)CC2)cc1	10	8	-1	-13	2	-7	3.1	-6	i	-2
Cn1cc(C(=O)C(=O)NC2CC2)c2ccccc21	0	2	1	7	2	1	-0.8	8	i	3
O=C(Cc1cccc2ccccc12)NCCOc1ccccc1F	0	-1	-1	-4	-2	-15	0.2	-6	i	-8

Following part
SMILES	DNMT1 block	Scp1 inh	MT1-MMP act inh	SUMO1 PPI mod	STEP block	NRP1-CendR mod	LMPTP inh	NadD block	Rpn11 block	SKN-1 block
CNc1oc(-c2ccc(OCc3ccccc3)cc2)nc1C#N	-8	6	4	1	-1	-12	1.1	-3	i	-10
O=c1[nH]c(CSc2ncc(C(F)(F)F)cc2Cl)nc2ccccc12	4	-4	-3	2	2	-9	2.1	-9	i	7
CCOC(=O)C1=CCC(c2ccccc2Cl)N(S(=O)(=O)c2ccc(C)cc2)C1 (stereo not given)	-3	.	-5	4	2	8	2.0	-9	i	21
COC(=O)c1nccnc1N	3	2	-5	-5	-2	16	-1.5	1	i	5
COc1ccccc1NC(=O)CC(c1ccc(F)cc1)c1ccco1 (stereo not given)	-5	-14	-1	-6	-2	-3	1.2	-3	i	2
Cc1cc(CN(C)C(=O)c2ccc3nc(Cc4ccccc4F)oc3c2)on1	-1	2	4	-2	0	3	0.6	-5	i	-13
CC(C)c1cc(C(=O)NNC(=S)NCc2ccco2)c(O)c(C(C)C)c1	-2	-13	-13	-1	-2	8	0.8	3	i	2
COc1ccc(CNc2oc(COc3ccc(Cl)cc3)nc2C#N)cc1	-11	-8	-1	4	2	-2	4.8	-6	i	17
COc1cccc(C(NC(C)=O)c2nc(-c3ccc(OC)nc3)cs2)c1 (stereo not given)	2	.	1	-4	-4	7	-1.3	0	i	11
O=C(c1ccc2c(=O)n(Cc3ccco3)c(=S)[nH]c2c1)N1CCN(Cc2ccccc2)CC1	14	-6	-2	21	0	-19	4.1	56*	i	26
Cc1nc(N2CCOCC2)nc(N2CCCCC2)c1[N+](=O)[O-]	3	-3	3	-2	1	-24	-1.0	1	i	5
COc1ccc(C2CCCN2C(=S)Nc2ccc(C)c(C)c2)cc1OC (stereo not given)	-4	-13	-14	-1	2	2	-1.4	6	i	3
C/C(=N\NC(=S)NC(C)C)c1ccc(Cl)c([N+](=O)[O-])c1	27	-2	-1	-18	4	2	0.1	-2	i	-8
CCOC(=O)Cc1cc(-c2ccc(OC)cc2)nc2ccc3ccccc3c12	-8	4	0	2	1	6	4.1	10	i	14
CNC(=S)Nc1cc(OC)ccc1OC	-6	-8	8	-2	2	6	-1.0	2	i	-4
O=C(COC(=O)Cc1ccsc1)NCC12CC3CC(CC(C3)C1)C2	1	-12	2	2	0	7	-0.1	6	i	-9

Rows are unselected; any-hit rate near 3.9%.
